# From PubChem
# yeast rad50 = NCI yeast anticancer drug screen, S. cerevisiae rad50 strain. % growth inhibition at 50 µM. 10% of 79,000 active;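 note: 0% = growth of vehicle-only cultures of the same strain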
#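 Yeast carrying a defined DNA repair defect were exposed to test compounds, and growth was compared with vehicle-treated controls to give percent inhibition.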
# mlh1 rad18 = NCI yeast anticancer drug screen, S. cerevisiae mlh1 rad18 strain; growth inhibition, % at 50 µM; 11% of 79,000 active; AID 175;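 note: 0% = growth of vehicle-only cultures of the same strain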
#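 In this whole-cell yeast screen, a strain with altered DNA damage repair is challenged with compound, and its growth is measured against matched vehicle-treated controls.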
# yeast mec2-1 = NCI yeast anticancer drug screen, S. cerevisiae mec2-1 strain; % growth inhibition at 50 µM; 9% of 79,000 active;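 note: 0% = growth of vehicle-only cultures of the same strain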
#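 Yeast mec2-1 mutant treated with compound. Readout: growth inhibition vs vehicle controls.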
# bub3 = NCI yeast anticancer drug screen, S. cerevisiae bub3 mutant strain; 9.9% of 78,000 active; % growth inhibition at 50 µM;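 note: 0% = growth of vehicle-only cultures of the same strain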
#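 Screening used yeast with an engineered genetic alteration affecting cell cycle control. Compound-exposed cultures were compared with vehicle cultures, and reduced growth was taken as inhibition.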
# yeast cln2 rad14 = NCI yeast anticancer drug screen, S. cerevisiae cln2 rad14 strain; 8.3% of 78,000 active; growth inhibition, % at 50 µM;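 note: 0% = growth of vehicle-only cultures of the same strain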
#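 Strain: cln2 rad14 yeast, altered in cell cycle control and DNA damage repair. Read-out: growth inhibition vs vehicle.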
# sgs1 mgt1 = NCI yeast anticancer drug screen, S. cerevisiae sgs1 mgt1 strain. % growth inhibition at 50 µM. 10% of 78,000 active;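 note: 0% = growth of vehicle-only cultures of the same strain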
#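 Mutant yeast exposed to compound; growth scored against vehicle-only wells.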
# * hit, by the source's call; & = joins results of further samples. Cut-off read from the data, not from the text of the source: active = growth inhibition above about 70%; inactive = the rest. Hits appear at their usual frequency; about 14% have a hit in one of these screens.
SMILES,yeast rad50,mlh1 rad18,yeast mec2-1,bub3,yeast cln2 rad14,sgs1 mgt1
CCCC(NC(=O)OCc1ccccc1)C(=O)NC(CC(C)C)C(N)=O (configuration not stated),13,5,2,7,22,5
CC1=C(OCCCl)C2CC1C1C(=O)N(c3ccccc3)C(=O)C21 (configuration not stated),-10,-5,-29,-5,0,-2
COc1c(C2=NC(C(C)C)CO2)ccc2ccccc12 (configuration not stated),-3,-19,-8,-2,12,-8
CC1(C)COC(c2cccc(C(=O)c3ccccc3)c2)=N1,13,-4,0,5,6,26
O=C1NC2OC(CO)C(O)C2O1 (configuration not stated),-1,12,0,9,5,13
CC(C)(C)C1CCC(OC(=O)c2ccccc2C(=O)O)CC1 (configuration not stated),4,43,-1,-27,-7,10
C/C=C/C(=O)Nc1cccc(Cl)c1,3,11,5,-11,-63,-8
CC/C=C/C(CCC)(C(=O)OCC)C(=O)OCC,13,13,22,16,39,-2
O=c1cc(Nc2ccccc2)c2ccccc2[nH]1,-3,23,-20,-15,13,7
COC(=O)C(C)CSCc1ccccc1 (configuration not stated),0,0,8,-2,-2,-6
Cc1nc(C)c(N2CCN(C(=O)O)CC2)c(=O)[nH]1,-24,-58,-11,5,10,-16
CCOC(=N)CCCSSc1ccc(N=[N+]=[N-])cc1,99*,99*,99*,99*,98*,99*
CCOc1c(Cc2ccccc2)c(=O)n2c3ccccc3n3c(=O)n(C)c(=O)c1c23,-6,-25,-22,-13,12,-54
O=c1[nH]cc(C(F)(C(F)(F)F)C(F)(F)F)c(=O)[nH]1,-22,-37,-19,-25,-4,-25
N#C/C(=C\c1cccs1)c1nc(-c2ccc(Cl)cc2)cs1,-30,-26,-48,-17,-28,-19

# Brought forward from above: 2 compounds, followed by the next part.
SMILES,yeast rad50,mlh1 rad18,yeast mec2-1,bub3,yeast cln2 rad14,sgs1 mgt1
O=c1[nH]cc(C(F)(C(F)(F)F)C(F)(F)F)c(=O)[nH]1,-22,-37,-19,-25,-4,-25
N#C/C(=C\c1cccs1)c1nc(-c2ccc(Cl)cc2)cs1,-30,-26,-48,-17,-28,-19
COc1ccc(C(c2cc3c(cc2O)OCO3)N2CCCCC2)cc1OC (configuration not stated),-6,8,0,10,-58,-7
N#Cc1nc(-c2ccc(-c3nc(C#N)c(N)o3)cc2)oc1N,-38,-19,-34,15,21,-12
COc1ccc(-c2oc3cc(OC)c(OC)c(OC)c3c(=O)c2O)cc1O,62,70*,50,65,45,78*
CCN1CCC(O)(c2ccc(Oc3ccc(C)cc3)cc2)C(C(=O)c2ccc(Oc3ccc(C)cc3)cc2)C1 (configuration not stated),86*,91*,92*,89*,88*,89*
ClC/C=C/COC1CCCCO1 (configuration not stated),7,-9,-9,-8,-14,-8
O=C(NCc1cccnc1)C1COc2cc(-c3cc(=O)c4ccccc4o3)ccc2O1 (configuration not stated),-10,-49,-19,-7,-5,-24
COc1cccc(-c2cc(=O)c3c(C)ccnc3[nH]2)c1,80*,62,50,68,30,71*
CC1=CCC[C@@H]2C1(C)CCC(C)[C@@]2(C)CC1=CC(=O)C=CC1=O (some centres not stated),86*,87*,89*,87*,85*,89*
O=C(O)c1c(Cl)ccc([N+](=O)[O-])c1Cl,-4,-1,-24,-11,9,-9
CCCC/C=C/C/C=C/CCCCCCCCC(=O)OCC1CCCN2CCCCC12 (configuration not stated),16,14,16,9,12,8
COc1cccc2c1OC(c1ccc(C#N)cc1)C([N+](=O)[O-])=C2 (configuration not stated),86*,84*,91*,90*,90*,87*
O=C1Nc2ccccc2/C1=N/N=P(c1ccccc1)(c1ccccc1)c1ccccc1,-10,-5,0,-6,2,10
COC1=C(OC)C(=O)C(SC/C=C(\C)CCCC(C)CCCC(C)CCCC(C)C)=CC1=O (configuration not stated),-32,-61,-24,-53,17,-44
CCN(CC)CCCC(C)Nc1ccnc(/C=C/c2ccc(Cl)cc2)c1 (configuration not stated),3,-19,-1,-40,-3,-16
CC(C)N(C(=O)C12C3C4C1C1C2C3C41I)C(C)C (configuration not stated),58,74*,67,61,43,69
Cc1nc(N)sc1N=Nc1ccccc1Br,88*,96*,94*,96*,91*,92*
Nc1ncc2c(n1)-c1ccccc1OC2N1CCOCC1 (configuration not stated),28,-8,2,-23,2,0
CC1=C(/C=C/C(=O)O)C(C)(C)CCC1,22,7,24,31,-18,6
O=C(N/C(=C\c1ccccc1)C1Nc2ccccc2C(=O)O1)c1ccccc1 (configuration not stated),-7,-25,3,-9,-17,-20
CC(C)C1CCC(OC(=O)CCl)CC1 (configuration not stated),-9,-17,1,-20,24,-16
O=c1[nH]c(SCc2cccc([N+](=O)[O-])c2)nc2nc[nH]c12,-11,-6,-24,-28,-13,-33
CC1(C)CCCC2(C)[C@@H]1CC[C@]13C[C@](C)(CC[C@@H]21)[C@@H]3CO (some centres not stated),-18,-20,-3,-32,-3,-23
CC1(C)OC(C)(C)c2c1nnc(-c1ccccc1[N+](=O)[O-])[n+]2[O-],8,14,12,27,13,22
c1ccc(Oc2ccccc2-c2ccccc2)cc1,6,16,-26,-23,-1,-1
O=C(CC1(O)CCCCC1)Nc1ccccc1,2,-13,-8,5,-55,-8
O=S(=O)(O)c1cc(Nc2ccnc3ccccc23)c2c(S(=O)(=O)O)cc(S(=O)(=O)O)cc2c1,15,20,24,10,12,4
CN(C)C=NCC(O)c1ccccc1 (configuration not stated),13,-22,15,-21,-3,0
Cc1ccccc1Nc1n[nH]c(=O)n1-c1ccccc1C,4,3,7,1,-12,2
CCOC(=O)c1ncn(C2OC(CO)C(O)C2O)c1N (configuration not stated),20,25,2,14,12,31
COC(=O)C(=O)C(C(=O)OC)C(=O)C(=O)Nc1cc(Cl)c(Cl)cc1Cl (configuration not stated),13,-1,-7,8,-31,-12
CCOC(=O)C(C)N1C(=O)c2ccccc2C1=O (configuration not stated),6,1,-20,21,13,-22
CC1[C@@H]2CC=C3[C@H]4CCC5Cc6nc7c(nc6C[C@@]5(C)C4CC(=O)[C@]32CO[C@]12OC(C)(C)CC2O)CC1CC[C@@H]2C3=C[C@H]4O[C@@]5(O[C@@](C)(CO)C[C@@H]5O)C(C)[C@@]4(O)[C@]3(C)[C@@H](O)CC2[C@]1(C)C7 (some centres not stated),38,40,41,47,57,91*
CCN(Cc1cc(Cl)cc(C)c1O)Cc1c(O)ccc2ccccc12,100*,100*,99*,99*,99*,99*
O=C(Nc1cccc(C(F)(F)F)c1)C(=O)C(C(=O)c1ccc2ccccc2c1)C1OC(=O)c2ccccc21 (configuration not stated),47,13,22,7,47,23
CCC(/C=N/Nc1ccc([N+](=O)[O-])cc1[N+](=O)[O-])(CC)CC,-3,7,-9,-3,0,-6
O=c1[nH]c(=O)n(CCCOc2ccccc2)cc1CCc1ccccc1,1,8,20,38,-1,23
CCCCSCCCCCCCCCCC(=O)O,-2,-11,-15,1,-12,8
CC(C)CC(N)C(=O)NC(Cc1c[nH]c2ccccc12)C(N)=O (configuration not stated),-9,10,3,22,-2,18
CC(=O)Oc1ccc2c(=O)c(C(C)=O)coc2c1,7,15,-11,4,14,-3
Oc1c(Cl)cc(Cl)cc1C(c1cc(Cl)cc(Cl)c1O)C(Cl)(Cl)Cl,99*,99*,99*,99*,99*,99*
CC(=O)c1c(O)cccc1O,-12,-4,-14,9,9,-2
COc1cccc(C2=CCCCC2)c1,5,11,-6,0,5,13
CC(=O)/C=C\c1ccc(-c2ccccc2)cc1,3,-23,-36,-19,-1,-4
Nc1cc(=O)[nH]c(NCCCC(N)C(=O)O)n1 (configuration not stated),6,9,9,1,-16,7
CC(=O)Oc1ccc2c(c1)[nH]c1c3ccc(OC(C)=O)cc3oc(=O)c21,-21,-14,-27,-3,6,-8
CCCCCCCOC(=O)c1cc2cc(C(CC)C(CC)c3ccc(O)cc3)ccc2oc1=O (configuration not stated),83*,89*,91*,69,87*,82*
CC1(C)COC(c2cccc(C3=NC(C)(C)CO3)n2)=N1,-11&3,-1&21,16&2,-22&5,2&37,-12&4
COc1ccc(-c2c3c(n(C4OC(CO)C(O)C(O)C4O)c(=S)c2C#N)CCCC3)cc1 (configuration not stated),20,11,-6,2,3,7
[O-][N+](CCO)(CCO)Cc1ccccc1,14,27,1,10,6,20
CCOC(=O)C(=O)Nc1nc2c(s1)C(=O)c1ccccc1C2=O,98*,96*,96*,99*,90*,97*
COc1ccc(Cc2ccccc2C(=O)O)cc1,4,5,14,-6,13,12
COC1C=COC2(C)Oc3c(C)c(O)c4c(c3C2=O)/C(=N/C2CCC(O)OC2C)C=C(NC(=O)/C(C)=C\C(=O)C2CC2C(O)C(C)C(O)C(C)C(OC(C)=O)C1C)C4=O (configuration not stated),9,18,31,23,81*,33
CSC1(C)CC2C(CC1N1CCOCC1)C2(C)C (configuration not stated),-28,-26,-34,-33,-14,-42
OCC(CO)(CO)COCC(CO)(CO)CO,8,13,-25,-12,10,7
CC(O)C(=O)N(Cc1ccccc1)Cc1ccccc1 (configuration not stated),1,1,5,7,-15,7
COc1ccc2cc1Oc1ccc(cc1)C[C@@H]1c3cc(c(OC)cc3CCN1C)Oc1c(OC)c(OC)cc3c1[C@H](C2)N(C)CC3,22,-50,-20,9,5,6
NC1=NC2(COC(c3ccccc3)(c3ccccc3)c3ccccc3)OC(COC(c3ccccc3)(c3ccccc3)c3ccccc3)C(O)C2O1 (configuration not stated),28,13,-5,34,5,31
C=CC(=O)N1CN(C(=O)C=C)CN(C(=O)C=C)C1,-9,6,-21,-11,8,-6
CC(C)=C1CC(C)(C)N=C1CCN1CCOCC1,-12,-25,-21,-11,-6,-12
O=C(O)c1ccc(NC(c2ccccc2)c2ccc3cccnc3c2O)cc1 (configuration not stated),98*,98*,98*,98*,98*,98*
# (further entries)
SMILES,yeast rad50,mlh1 rad18,yeast mec2-1,bub3,yeast cln2 rad14,sgs1 mgt1
CCCCCCC(=O)/C=C/c1cccc(OC)c1,13,-13,-5,-1,-29,-21
O=C1c2ccccc2C(=O)c2cc(C[n+]3ccccc3C3OCCO3)ccc21,19,3,7,-1,16,42
CC(O)C(NC(=O)c1ccccc1)C(=O)N(Cc1ccccc1)Cc1ccccc1 (configuration not stated),13,19,6,4,25,5
CC(C)C(C(=O)O)N(CC1(O)OCC(O)C(O)C1O)N=O (configuration not stated),0,-13,-18,-11,0,-3
CCOc1cc2c(cc1Cc1cc(OC)c(OC)c(OC)c1)OCO2,16,30,5,18,9,22
CC(=O)OCC(C)(O)C#N (configuration not stated),-20,-23,0,-5,4,11
COc1ccc2c(c1)c(COC(C)=O)c(C)c[n+]2[O-],25,53,29,22,17,42
C[n+]1ccc(/C=C/c2c[nH]c3ccccc23)cc1,6,-8,11,5,-2,4
COc1ccc(/C=C/C(=O)N[C@@H]2C(=O)N3[C@@H]2SC(C)(C)[C@@H]3C(=O)O)cc1OC,8,10,-4,-1,7,-8
O=[N+]([O-])c1ccc(S(=O)(=O)N/N=C/C=C/c2ccccc2)cc1,71*,76*,37,49,48,87*
c1ccc(CCNCc2ccco2)nc1,42,8,1,-24,24,-21
CC(C)(C)[Si](C)(C)OCC1CCC(n2cnc3c(=O)[nH]cnc32)O1 (configuration not stated),15,-7,-7,13,-4,8
c1scc2c1COCCOCCOCCOCCOC2,-45,-26,-44,-6,10,-6
CN1CCc2[nH]nc(-c3n[nH]c4c3CN(C)CC4)c2C1,16,14,1,-9,0,10

# Entries shown so far with an NH in an aromatic ring, in the order listed:
SMILES,yeast rad50,mlh1 rad18,yeast mec2-1,bub3,yeast cln2 rad14,sgs1 mgt1
O=c1cc(Nc2ccccc2)c2ccccc2[nH]1,-3,23,-20,-15,13,7
Cc1nc(C)c(N2CCN(C(=O)O)CC2)c(=O)[nH]1,-24,-58,-11,5,10,-16
O=c1[nH]cc(C(F)(C(F)(F)F)C(F)(F)F)c(=O)[nH]1,-22,-37,-19,-25,-4,-25
COc1cccc(-c2cc(=O)c3c(C)ccnc3[nH]2)c1,80*,62,50,68,30,71*
O=c1[nH]c(SCc2cccc([N+](=O)[O-])c2)nc2nc[nH]c12,-11,-6,-24,-28,-13,-33
Cc1ccccc1Nc1n[nH]c(=O)n1-c1ccccc1C,4,3,7,1,-12,2
O=c1[nH]c(=O)n(CCCOc2ccccc2)cc1CCc1ccccc1,1,8,20,38,-1,23
CC(C)CC(N)C(=O)NC(Cc1c[nH]c2ccccc12)C(N)=O (configuration not stated),-9,10,3,22,-2,18
Nc1cc(=O)[nH]c(NCCCC(N)C(=O)O)n1 (configuration not stated),6,9,9,1,-16,7
CC(=O)Oc1ccc2c(c1)[nH]c1c3ccc(OC(C)=O)cc3oc(=O)c21,-21,-14,-27,-3,6,-8
C[n+]1ccc(/C=C/c2c[nH]c3ccccc23)cc1,6,-8,11,5,-2,4
CC(C)(C)[Si](C)(C)OCC1CCC(n2cnc3c(=O)[nH]cnc32)O1 (configuration not stated),15,-7,-7,13,-4,8
CN1CCc2[nH]nc(-c3n[nH]c4c3CN(C)CC4)c2C1,16,14,1,-9,0,10
